# STK33 inh – inhibitors of human STK33 kinase; inhibition, % at 10 µM; 320,000 tested, 0.073% active; purified STK33, MBP phosphorylation, ADP-Glo luminescence;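 active = inhibition at or above 25%, using the most active replicate where run in duplicate; inactive = inhibition below 25%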
# Target sequence (Q9BYT3 whole entry, looked up): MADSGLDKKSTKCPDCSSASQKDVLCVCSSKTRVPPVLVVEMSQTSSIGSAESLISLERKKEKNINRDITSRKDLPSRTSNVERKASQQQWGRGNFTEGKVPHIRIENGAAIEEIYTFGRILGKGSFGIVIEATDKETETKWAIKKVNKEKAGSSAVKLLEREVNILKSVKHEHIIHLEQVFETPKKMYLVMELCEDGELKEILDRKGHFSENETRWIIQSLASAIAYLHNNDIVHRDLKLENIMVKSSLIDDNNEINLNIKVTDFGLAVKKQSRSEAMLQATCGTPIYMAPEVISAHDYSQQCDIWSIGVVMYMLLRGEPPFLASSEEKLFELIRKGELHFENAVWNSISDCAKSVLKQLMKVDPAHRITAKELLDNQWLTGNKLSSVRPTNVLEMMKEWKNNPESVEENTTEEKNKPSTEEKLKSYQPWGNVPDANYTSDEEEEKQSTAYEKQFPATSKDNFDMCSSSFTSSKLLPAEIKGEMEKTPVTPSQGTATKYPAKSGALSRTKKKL
# CHT inh – inhibits the human high affinity choline transporter | B-score at 10 µM | 310,000 tested, 0.86% active | CHT-expressing cells, membrane potential dye, choline response; hits give low values;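 active = B-score over 3 SD under the library average, and starting fluorescence ratio not unusually high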;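 note: choline stimulus applied at its EC90 after an EC20 pre-addition; B-score computed on integrated fluorescence ratio after choline addition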
# Target sequence (Q9GZV3 whole entry, looked up): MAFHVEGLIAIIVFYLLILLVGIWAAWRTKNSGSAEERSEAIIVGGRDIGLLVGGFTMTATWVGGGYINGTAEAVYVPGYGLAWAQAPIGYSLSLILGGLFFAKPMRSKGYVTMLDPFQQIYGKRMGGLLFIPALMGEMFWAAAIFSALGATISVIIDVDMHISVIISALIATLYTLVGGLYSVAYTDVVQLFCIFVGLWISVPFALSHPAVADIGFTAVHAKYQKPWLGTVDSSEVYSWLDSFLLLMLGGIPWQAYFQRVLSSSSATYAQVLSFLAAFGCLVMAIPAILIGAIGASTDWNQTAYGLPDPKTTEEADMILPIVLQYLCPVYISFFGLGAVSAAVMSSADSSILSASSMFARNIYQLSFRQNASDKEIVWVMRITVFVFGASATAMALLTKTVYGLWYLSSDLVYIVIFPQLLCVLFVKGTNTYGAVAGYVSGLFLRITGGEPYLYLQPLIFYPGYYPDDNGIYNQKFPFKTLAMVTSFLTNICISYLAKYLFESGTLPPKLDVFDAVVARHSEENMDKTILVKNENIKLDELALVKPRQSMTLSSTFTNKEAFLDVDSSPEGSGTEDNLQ
# CHT allo act – human CHT allosteric activation; Q9GZV3; CHT-expressing cells, membrane potential dye, choline EC20; hits give high values; LV-AA mutant CHT in HEK293 cells; B-score at 10 µM; 310,000 tested, 0.49% active;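 active = initial fluorescence not abnormally high and integrated response B-score, plate-corrected, over 3 SD above library mean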
# The depositor's hits bear a star; i = inactive; . = no result given.
# The line under a structure holds: STK33 inh, CHT inh, CHT allo act
- Cc1nc2ccc(NC(=O)Cc3cccs3)cc2s1
    0.2, i, i
- CC1=CC(C)C2COC(c3ccc[n+](C)c3)C1C2C (stereo not drawn)
    -1.7, i, i
- O=C(NNC(=O)c1ccccc1Cl)c1ccncc1
    ., i, i
- Cc1ccc(C)c(S(=O)(=O)ON2C(=O)c3ccccc3C2=O)c1
    -0.8, i, i
- CC(=O)c1nnn(-c2ccc([N+](=O)[O-])cc2C)c1C
    -0.7, i, i
- O=C(NC(=S)Nc1ccccc1N1CCOCC1)c1cccs1
    1.3, i, i
- CCCc1cc(C(=O)OC)c(NC(=O)CCC(=O)O)s1
    -0.4, i, i
- CCCCC(NC(=O)Cc1c(C)c2cc3c(C)c(C)oc3c(C)c2oc1=O)C(=O)O (stereo not drawn)
    -0.4, i, i
- CCOC(=O)C(CC)/C(C)=N\NC(=O)CCC(=O)Nc1ccc(Cl)cc1Cl (stereo not drawn)
    0.1, i, i
- Cc1cc(C)c2c(CC(=O)O)c(C)[nH]c2c1
    0.5, i, i
- CCC1=NN2C(=N)/C(=C\c3ccc(OCCOc4ccccc4)c(OC)c3)C(=O)N=C2S1
    -19, i, i
- CCn1c(CNc2nc3ccccc3n2C(C)C)nc2ccccc21
    -0.5, i, i
- Cc1cc(C)nc(NC(=S)NC(=O)c2ccccc2)n1
    -1.1, i, i
- CCc1nnc(NC(=O)C2CCCN2C(=O)Nc2ccc(C)cc2)s1 (stereo not drawn)
    -0.5, i, i
- CC(C)Oc1ccccc1NC(=O)CSc1nccn1C
    0.2, i, i
- COc1ccc(CCNC2=CC(=O)CC(C)(C)C2)cc1
    -2.3, i, i
- COc1ccc(C2=NCCn3nc4cc(OC)ccc4c32)cc1
    5.8, i, i
- Cc1ccc(N(CC(=O)O)S(=O)(=O)c2cccc3nonc23)cc1
    -0.8, i, i
- Cc1cc2c(c(=O)o1)C1(C(=O)N(CC(=O)O)c3ccccc31)C(C#N)=C(N)O2 (stereo not drawn)
    -2.0, i, i
- CCOc1ccc(C(CC(=O)O)NC(=O)c2cccs2)cc1OC (stereo not drawn)
    -0.9, i, i
- N#Cc1ccccc1S(=O)(=O)N1CCN(CC(O)c2ccccc2)CC1 (stereo not drawn)
    -1.3, i, i
- CCn1c(C(C)NC(=O)c2cccs2)nc2ccccc21 (stereo not drawn)
    -0.8, i, i
- COc1ccc(C)cc1NC(=O)C(CCS(C)(=O)=O)NC(C)=O (stereo not drawn)
    0.1, i, i
- Cc1ccsc1/C=N\NC(=O)CCc1c(C)n[nH]c1C
    0.3, i, i
- CCOC(=O)c1sc(=S)n(-c2ccc(F)c(F)c2)c1N
    -1.2, i, i
- O=C(Nc1cccc(F)c1)c1cccc(S(=O)(=O)N2CCOCC2)c1
    -1.4, i, i
- COc1ccccc1OCC(=O)Nc1cccc(-c2nnc(-c3ccco3)o2)c1
    2.6, i, i
- CCC(C(=O)NCCC(C)C)n1ccc2cc(S(=O)(=O)N3CCCCC3)ccc21 (stereo not drawn)
    1.1, i, i
- CCOC(=O)CN(C(=O)COc1nc(-c2ccccc2)cc(C)c1C#N)c1ccc(F)cc1
    -1.0, i, i
- CCCOc1ccc(C(=O)NCC(c2cccs2)N(C)C)cc1OC (stereo not drawn)
    -5.6, i, i
- O=C(Nc1nccs1)c1cccc2ccccc12
    2.0, i, i
- COCCn1c(=O)[nH]c2cc(C(=O)Nc3cccc(F)c3)ccc2c1=O
    -0.4, i, i
- CCOc1ccc(CN2CCNC(=O)C2CC(=O)NCc2cc(C)n(C)n2)cc1 (stereo not drawn)
    0.0, i, i
- Cc1ccc(Nc2nc(-c3sc(NC(=O)c4cccc(Cl)c4)nc3C)cs2)cc1
    -2.9, i, i
- COCCn1cnc2c1c(=O)n(CC#N)c(=O)n2Cc1ccccc1
    -0.9, i, i
- COc1ccc(C(c2c(NC(C)=O)sc3c2CCCC3)N2CCN(CCO)CC2)cc1OC (stereo not drawn)
    -1.3, i, i
- CCc1cccc(C)c1NC(=O)CN1C(=O)NC(Cc2ccccc2)C1=O (stereo not drawn)
    1.4, i, i
- FC(F)(F)c1ccc2c(c1)N1CCCC1CN2 (stereo not drawn)
    -0.7, i, i
- CN(C)S(=O)(=O)c1cccc(NC(=O)CC23CC4CC(CC(C4)C2)C3)c1
    4.7, i, i
- COc1cccc(CN2CCN(Cc3cccc4nonc34)CC2CCO)c1 (stereo not drawn)
    0.1, i, i
- COc1cc(/C=N/Nc2ccccc2)ccc1O
    0.4, i, i
- O=C(NCc1cn2ccsc2n1)c1cccs1
    1.7, -5.1*, i
- CC(=O)NNC(=S)Nc1cccc(F)c1
    -0.9, i, i
- COCCNC(=S)N1CCC(Cc2ccccc2)CC1
    -0.9, i, i
- COC(=O)c1[nH]c2cc(OC)ccc2c1NC(=O)CN1CCC(C(N)=O)(N2CCCCC2)CC1
    -0.2, i, i
- O=S1(=O)N=C(N(CCO)/N=C/c2ccc(Br)cc2)c2ccccc21
    -1.0, i, i
- CCCCOc1ccc(C(=O)N2CCC(C)CC2)cc1
    -1.0, i, i
- CN(CC(=O)N1CCCCCC1)S(=O)(=O)c1ccc(Br)cc1
    -0.8, i, i
- O=C(CCNS(=O)(=O)c1ccccc1)N1CCCC1
    -2.9, i, i
- CC1(C)CC(=O)C(=Cc2cn(CCC#N)nc2-c2ccc(F)cc2)C(=O)C1
    0.0, i, i

# More results:
# The line under a structure holds: STK33 inh, CHT inh, CHT allo act
- CCCCc1ccc(NC(=O)C(C)CC)cc1 (stereo not drawn)
    -0.6, i, i
- Cc1noc(C)c1COc1ccccc1C(=O)NC1CCC(C)CC1 (stereo not drawn)
    -1.8, i, i
- CCN1CCN(CC(O)COc2cccc(OC)c2)CC1 (stereo not drawn)
    -2.4, i, i
- NC(=S)N/N=C/c1ccc2ccccc2c1
    -2.1, i, i
- Fc1ccc(-c2csc(N3CCC(c4ccccc4)C3)n2)cc1 (stereo not drawn)
    1.3, i, i
- CCC(=O)N1CCn2c1nc1ccccc12
    -0.3, i, i
- O=C(Nc1ccc(O)cc1)c1ccc(NC(=O)c2ccco2)cc1
    -0.5, i, i
- Cc1oc(-c2cccs2)nc1CN1CCC(C(=O)N2CCCC2)CC1
    -0.7, i, i
- CCO[C@@H]1OC(C(=O)N2CCOCC2)=C[C@H](c2ccc(C(F)(F)F)cc2)[C@H]1CCCO
    1.6, i, i
- COc1cc2c(cc1OC)n(CC(=O)NC1CCCCCC1)n1c(C)cc(=O)nc21
    -0.9, i, i

# Of the compounds above, two have bromine.
# The line under a structure holds: STK33 inh, CHT inh, CHT allo act
- O=S1(=O)N=C(N(CCO)/N=C/c2ccc(Br)cc2)c2ccccc21
    -1.0, i, i
- CN(CC(=O)N1CCCCCC1)S(=O)(=O)c1ccc(Br)cc1
    -0.8, i, i

# (listing goes on)
# The line under a structure holds: STK33 inh, CHT inh, CHT allo act
- COc1ccc(CN(CC2CCC(C(=O)O)CC2)C(=S)Nc2ccccc2C)cc1 (stereo not drawn)
    -3.4, i, i
- Cc1cc(C)c2c(N)c(C(=O)N/N=C/c3cccnc3)sc2n1
    -0.9, i, i
- Cc1cc(NC(=O)Nc2c[nH]c(=O)[nH]c2=O)ccc1Br
    -0.3, i, i
- COc1cc(Cl)ccc1OCc1cc(C(=O)N2CCN(C)CC2)no1
    -1.6, i, i
- CC(=O)c1ccc(C)cc1OC(=O)c1cccc(F)c1
    -1.1, i, i
- Cn1ccnc1COc1ccc(/C=N/O)cc1
    0.4, i, i
- COc1ccc(/C=N/Nc2nc(C)nc(N)n2)cc1
    0.2, i, i
- COc1ccc(S(=O)(=O)N2CCCC2)cc1NC(=O)c1ccccc1
    0.5, i, i
- COc1cccc(CC(=O)N2CCCC(CCC(=O)N3CCN(c4ccccn4)CC3)C2)c1 (stereo not drawn)
    -0.1, i, i
- Cc1ccc(C(=O)NCCc2ccc(S(N)(=O)=O)cc2)o1
    0.0, i, i

# Among those listed so far, two contain a CF3 group.
# The line under a structure holds: STK33 inh, CHT inh, CHT allo act
- FC(F)(F)c1ccc2c(c1)N1CCCC1CN2 (stereo not drawn)
    -0.7, i, i
- CCO[C@@H]1OC(C(=O)N2CCOCC2)=C[C@H](c2ccc(C(F)(F)F)cc2)[C@H]1CCCO
    1.6, i, i

# Remaining list, next part:
# The line under a structure holds: STK33 inh, CHT inh, CHT allo act
- CCCc1nc2ccccc2c(=O)n1/N=C/c1ccc(O)cc1O
    0.3, i, i
- Cn1c(=O)c2c(ncn2CC(=O)N/N=C/C(Cl)=C/c2ccccc2)n(C)c1=O
    -2.1, i, i
- CCOC(=O)N1CCN(C(=O)CS(=O)(=O)Cc2nc(-c3cccc(OC)c3)oc2C)CC1
    -0.7, i, i
- COc1ccc(C(=O)OCCN=C2NS(=O)(=O)c3ccccc32)cc1OC
    -3.8, i, i
- COCCCNC(=O)Cn1c(=O)n(Cc2ccc(C(=O)NCCc3ccc(OC)c(OC)c3)cc2)c(=O)c2ccccc21
    -1.4, i, i
- O=C(O)c1cc(Cl)c(Cl)cc1C(=O)N(Cc1ccccc1)Cc1ccccc1
    ., i, i
- CCOC(=O)c1sc2nc3c(SCCC#N)cc(C(=O)c4cc(F)ccc4O)cn3c(=O)c2c1C
    -3.2, i, i
- CCCCOCCCNc1ncnc2c1[nH]c1ccccc12
    1.6, i, i
- CCc1ccc(CNC(=O)CCS(=O)(=O)Cc2ccccc2F)cc1
    1.4, i, i
- COc1ccc(CCNC(=O)CNS(=O)(=O)c2ccc(Br)cc2)cc1
    0.0, i, i
- CCCCNC(=O)CCn1c(=O)c2ccccc2n(CC(=O)Nc2ccccc2OCC)c1=O
    -0.1, i, i
- CC1CN(C(=O)CCC(=O)NCc2cccnc2)c2ccccc2O1 (stereo not drawn)
    1.0, i, i
- Cn1nc(C(C)(C)C)c([N+](=O)[O-])c1C(N)=O
    -1.5, i, i
- COC(=O)c1sccc1NC(=O)Nc1cc(C)ccc1OC
    1.0, i, i
- CCCCCCSc1ccc([C@H]2N[C@@](Cc3ccccc3)(C(=O)OC)[C@H]3C(=O)N(CC)C(=O)[C@@H]23)cc1
    1.4, i, i
- COc1cc(NS(=O)(=O)c2ccc(NC(=S)NC(=O)CC(C)C)cc2)nc(OC)n1
    0.6, i, i
- CCC(=O)N(Cc1cc(=O)[nH]c2ccccc12)c1ccc(C)cc1
    -0.9, i, i
- COc1ccc(Nc2nc(N)nc(C(F)(F)F)n2)c(OC)c1
    0.6, i, i
- CCOC(=O)c1c(C)n(C)c2ccc(OC(C)=O)cc12
    -0.9, i, i
- COc1ccc(-c2nnn(CC(=O)N3CCN(c4ccc(F)cc4)CC3)n2)cc1
    -1.1, i, i
- Cc1sc2nc(CN3CCCCC3)nc(N3CCN(C(=O)c4ccco4)CC3)c2c1C
    -1.0, i, i
- CC[C@@H](C)C(N)c1cn([C@@H](CCC(=O)O)C(=O)N2CCNCC2)nn1 (stereo partly drawn)
    0.0, i, i
- COc1ccc(Nc2nc(NCC3CCCO3)c3ccccc3n2)c(OC)c1 (stereo not drawn)
    -0.5, i, i
- O=C(C1CC(c2ccc(F)cc2)=NO1)N1CCN(Cc2ccccc2)CC1 (stereo not drawn)
    0.3, i, i
- COc1ccc(Nc2nc(Nc3ccc(OC)cc3OC)nc(N3CCN(C)CC3)n2)c(OC)c1
    ., i, i
- COc1ccccc1N1CCN(CC(O)COc2ccc(C)cc2C)CC1 (stereo not drawn)
    -0.4, i, i
- O=C1NC(=O)/C(=C/c2cccc([N+](=O)[O-])c2)N1
    1.6, i, i
- O=C(Nc1cccnc1)C1CC(c2ccccc2O)=NO1 (stereo not drawn)
    -1.4, i, i
- Cc1nnc(-c2ccc(Cl)cc2)[nH]c1=O
    -0.3, i, i
- Fc1ccc(NC(=S)Nc2ccc(Cl)cc2Cl)cc1
    -0.2, i, i
- COc1ccc(C(=O)CC(=O)C(=O)Nc2ccccc2OC)cc1
    -0.3, i, i
- CCCCCCOc1ccc(N2C(=O)CC(NCc3ccc(S(N)(=O)=O)cc3)C2=O)cc1 (stereo not drawn)
    -1.0, i, i
- COC(=O)CSc1nnc(-c2sc3cc(OC)ccc3c2Cl)n1C
    -1.3, i, i
- Cc1ccc(S(=O)(=O)N(Cc2cccc(F)c2)C(=O)N2CCN(C)CC2)cc1
    -1.7, i, i
- Cc1cccc(NCc2cc(Cl)cc(Cl)c2O)n1
    0.3, i, i
- CN(C)c1ccc(NC(=O)c2sc(SCC(=O)Nc3ccc(Br)cc3)nc2N)cc1
    -1.9, i, i
- O=C(CNS(=O)(=O)c1ccc(Br)s1)N1CCN(C(=O)c2ccco2)CC1
    0.7, i, i
- CSc1ccc(S(=O)(=O)Nc2ccc(S(=O)(=O)Nc3ccc(C)cc3)cc2)cc1
    -1.8, i, i
- Cc1ccc(-c2cc(C(=O)N3CCN(c4ccccc4O)CC3)c3ccccc3n2)o1
    -3.2, i, i
- NC(=O)CSc1nnc(CNc2ccc(F)cc2)n1CC1CCCO1 (stereo not drawn)
    -3.5, i, i

# Rewritten as comma-separated lines: part of the list above.
Molecule,STK33 inh,CHT inh,CHT allo act
Cc1ccc(-c2cc(C(=O)N3CCN(c4ccccc4O)CC3)c3ccccc3n2)o1,-3.2,i,i
CCCCCCOc1ccc(N2C(=O)CC(NCc3ccc(S(N)(=O)=O)cc3)C2=O)cc1 (stereo not drawn),-1.0,i,i
COc1ccc(C(=O)CC(=O)C(=O)Nc2ccccc2OC)cc1,-0.3,i,i
O=C(CNS(=O)(=O)c1ccc(Br)s1)N1CCN(C(=O)c2ccco2)CC1,0.7,i,i

# (next part)
# The line under a structure holds: STK33 inh, CHT inh, CHT allo act
- NC(=O)c1nnsc1-c1ccc(-c2snnc2C(N)=O)cc1
    -0.4, i, i
- O=C(CSc1nc(CCC2CCCC2)nc2ccccc12)NCc1ccc2c(c1)OCO2
    0.6, i, i
- O=C(O)CC(NS(=O)(=O)Cc1ccccc1)c1cccc([N+](=O)[O-])c1 (stereo not drawn)
    -2.2, i, i
- Cn1c(SCc2ccccn2)nnc1-c1ccccc1
    -1.3, i, i
- N#CC1=C(S)N(c2ccccc2)C(c2cccs2)NC1=O (stereo not drawn)
    1.4, i, i

# Compounds as they come; any-hit rate near 1.5%.
